Screening results as filed in PubChem.
Rac1 GTP hydrolysis – MgcRacGAP GTPase-activating activity inhibitors, confirmation, biochemical, ADP Hunter fluorescence; Rac GTPase-activating protein 1 (Homo sapiens); MgcRacGAP-stimulated Rac1 GTP hydrolysis, ADP Hunter fluorescence; higher % means a stronger effect; GST-tagged Rac1 F28L mutant substrate; one-dose inhibition, % at 30 µM; IC50 in µM for titrated hits; 340,000 tested, 0.6% active; AID 624330, 2012;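 active = first-screen hits whose inhibition reached a set limit at any dose in the follow-up dose series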;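 note: fluorescence reports GDP produced by GAP-driven GTP hydrolysis; strong numbers were not always called active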
NTR1 ag – agonists of NTR1, primary screen, imaging, U2OS cells, beta-arrestin-GFP, high content (AID 493036). 330,000 tested, 0.17% active. Neurotensin receptor type 1 (Homo sapiens), P30989. NTR1-U2OS beta-arrestin-GFP spot imaging, agonist mode. activation, % at 20 µM;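 active = activation at or above 40% of the spot to cytoplasm intensity ratio, with at least 20 cells analyzed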;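 note: 0% = DMSO without peptide and 100% = 100 nM NTR1 peptide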
Target sequence (P30989 whole entry, looked up): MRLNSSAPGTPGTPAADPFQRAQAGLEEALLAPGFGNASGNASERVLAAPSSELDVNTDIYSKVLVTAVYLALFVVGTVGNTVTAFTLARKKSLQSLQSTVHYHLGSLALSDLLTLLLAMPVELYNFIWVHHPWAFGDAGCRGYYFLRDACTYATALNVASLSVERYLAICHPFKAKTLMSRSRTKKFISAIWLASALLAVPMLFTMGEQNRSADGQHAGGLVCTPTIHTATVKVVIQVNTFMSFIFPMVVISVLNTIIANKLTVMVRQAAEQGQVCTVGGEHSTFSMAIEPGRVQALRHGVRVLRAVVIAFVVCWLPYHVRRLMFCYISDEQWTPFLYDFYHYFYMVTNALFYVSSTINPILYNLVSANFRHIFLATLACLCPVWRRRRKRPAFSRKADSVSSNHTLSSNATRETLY
K1F lysis inhibition – inhibition of K1F phage lysis, E. coli UTI89, bacterial capsule biogenesis inhibitors, alamar blue (AID 488966). E. coli UTI89 K1F phage lysis, alamar blue, 2 h; higher % means a stronger effect. inhibition, % at 100 µM; hits with a dose series show IC50 in µM. 340,000 tested, 0.02% active;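 active = phage lysis inhibition, versus mean bacterial control, above a set limit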;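 note: capsule biogenesis inhibitors block K1F phage lysis so surviving cells raise fluorescence; higher fluorescence means more inhibition of phage lysis; actives were called in the ten point dose series up to 300 µM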
NTR1 ag cell count 20 µM – also measured in NTR1 ag; calls as there; cell count; measured here: cell count, cytotoxicity flag
* = called active by the depositor; & = joins results of further samples; [ ] = remark or other dose.

Values run as follows: Rac1 GTP hydrolysis	NTR1 ag	NTR1 ag cell count 20 µM	K1F lysis inhibition
Cc1cc(C)c(S(=O)(=O)N2CCN(C(=O)c3cc4ccccc4oc3=O)CC2)c(C)c1
→ -1%	0.0	50	0.3%[50 µM]
COc1ccc(C2=CC(=O)C[C@H](c3ccc(OC)c(OC)c3)C2)cc1
→ 14%	0.8	55	1.1%
Cn1c(N)c(C(=O)COC(=O)COc2ccc(Br)cc2)c(=O)n(C)c1=O
→ 4%	2.0	56	0.8%[50 µM]
COc1ccccc1C(=O)NC(=O)COC(=O)c1ncc(Cl)c(Cl)c1Cl
→ 4%	0.7	61	0.5%[50 µM]
CCCCCN(C(=O)CCC(=O)OCc1cc(C)ccc1C)c1c(N)n(CCCC)c(=O)[nH]c1=O
→ 7%	1.8	57	0.5%[50 µM]
Cc1ccc(S(=O)(=O)N2[C@@H](c3ccc(F)cc3)C(C(=O)O)=CC[C@H]2c2cccs2)cc1
→ 7%	0.4	87	-0.2%
CNS(=O)(=O)c1cccc(C(=O)OCC(=O)N2c3ccccc3NC(=O)C2(C)C)c1
→ -2%	-2.2	105	0.8%[50 µM]
Clc1ccc2nsnc2c1NC1=NCCN1
→ 0%&6%	0.8&0.4	47&51	-0.1%&2.9%
CCOC(=O)c1sc(NC(=O)CSCc2c(C)noc2C)nc1C
→ 6%	-1.7	66	0.6%[50 µM]
COc1ccc(C2=Nn3c(nnc3-c3ccccc3OC)SC2)cc1OCC1CC1
→ 15%	2.9	53	-1.9%
CCCCn1c(N)c(N(CC)C(=O)c2cc(CC)c(C)s2)c(=O)[nH]c1=O
→ 7%	0.9	67	0.4%[50 µM]
O=C(NCCC1=CCCCC1)c1ccc(-n2cncn2)c([N+](=O)[O-])c1
→ -3%	0.6	62	0.6%[50 µM]
CC(Sc1ccc(S(=O)(=O)N(C)C)cn1)C(=O)NC1CCCC1 (stereo not given)
→ -8%	-1.4	55	0.0%[50 µM]
Cc1csc(=O)n1CC(=O)OCC(=O)NCc1ccc(Cl)cc1Cl
→ 9%	1.8	58	1.9%[50 µM]
Cc1ccccc1Cn1cc(S(=O)(=O)c2ccc(C(C)C)cc2)c(=O)c2cc3c(cc21)OCO3
→ 7%	2.3	52	0.1%

Next records:
Values run as follows: Rac1 GTP hydrolysis	NTR1 ag	NTR1 ag cell count 20 µM	K1F lysis inhibition
CC(C)CN(C(=O)C1CC1)C1CCS(=O)(=O)C1 (stereo not given)
→ 10%	1.0	66	1.5%[50 µM]
Fc1cc(F)c(F)c(SCn2cc(Br)cn2)c1F
→ 5%	0.0	41	0.4%[50 µM]
CCCN(CC(=O)Nc1ccccc1C)C(=O)c1nn(CC)c(=O)c2ccccc12
→ 0%	2.4	65	0.5%[50 µM]
CCCCn1c(SCC(=O)NC2CCS(=O)(=O)C2)nnc1-c1ccc(OC)cc1 (stereo not given)
→ 1%	-0.1	58	-1.8%
Cc1ccc(CN2C(=O)C(=O)c3cc(C)ccc32)cc1
→ 1%	4.4	50	-0.3%
COc1cc(C(=O)OCC(=O)N2CCC(C)CC2)cc2c1OCCO2
→ 4%	0.0	104	0.6%[50 µM]
O=C(CSc1nc(=O)n2cc(Cl)ccc2n1)Nc1ccc2c(c1)OCO2
→ 6%	-0.6	59	1.1%[50 µM]
Cc1cc(NC(=O)CSc2nccn2-c2cccc(F)c2)no1
→ 3%	-2.7	33	-1.8%
COc1cc(C)ccc1OCC(=O)OCC(=O)c1[nH]c(C)c(C(C)=O)c1C
→ 1%	-0.8	60	-1.0%
O=C(COC(=O)/C=C/c1cccc(Cl)c1)NC1CC1
→ 0%	-1.2	50	3.7%
Cn1c(N)c(C(=O)CSc2nnc(N)s2)c(=O)n(C)c1=O
→ 4%	0.1	48	2.4%
CCN(CC)C(=O)[C@H]1C[C@H](CC(=O)NCc2ccc(OC)c(OC)c2)C(=O)N2CCc3c([nH]c4ccc(Cl)cc34)[C@]12C
→ 8%	1.7	45	0.1%
COc1ccc(C(=O)NC(C)c2ccc(-n3ccnc3)cc2)cc1S(=O)(=O)N1CCOCC1 (stereo not given)
→ 4%	-1.4	39	0.9%[50 µM]
Cc1ccc(S(=O)(=O)N(C)c2ccc(C(=O)NCC(c3ccco3)N(C)C)cc2)cc1 (stereo not given)
→ 7%	-0.1	68	4.1%
C=CCOc1ccc(CN(C)C(=O)c2ccc(CNS(=O)(=O)c3ccc(C)c(C)c3)cc2)cc1
→ 3%	4.4	51	0.0%[50 µM]

Compounds above that have a thiophene ring, fused or not, in the order listed:
Values run as follows: Rac1 GTP hydrolysis	NTR1 ag	NTR1 ag cell count 20 µM	K1F lysis inhibition
Cc1ccc(S(=O)(=O)N2[C@@H](c3ccc(F)cc3)C(C(=O)O)=CC[C@H]2c2cccs2)cc1
→ 7%	0.4	87	-0.2%
CCCCn1c(N)c(N(CC)C(=O)c2cc(CC)c(C)s2)c(=O)[nH]c1=O
→ 7%	0.9	67	0.4%[50 µM]

Next section
Values run as follows: Rac1 GTP hydrolysis	NTR1 ag	NTR1 ag cell count 20 µM	K1F lysis inhibition
COc1ccccc1C(C)NCC(=O)NC(=O)NCc1ccco1 (stereo not given)
→ 12%	-0.1	63	0.6%[50 µM]
CC1CCN(C(=O)c2cccc(S(=O)(=O)N3CCN(c4ccccc4)CC3)c2)CC1
→ 4%	3.1	53	0.3%[50 µM]
COc1ccccc1/C=N/Nc1nc(C)c(C(C)=O)s1
→ 8%	1.1	47	0.4%
CC1CCCC(C)N1C(=O)COC(=O)CSc1ccc(C(N)=O)cc1[N+](=O)[O-] (stereo not given)
→ 1%	-0.7	47	1.2%[50 µM]
CCN(CC)CCn1c2c(c(SCC(=O)Nc3ccc(C(C)C)cc3)nc1=O)CCC2
→ 1%	0.9	53	0.9%[50 µM]
Cc1nc2ccccc2c(C)c1CC(=O)OC(C)C(=O)NC1(C#N)CCCCC1 (stereo not given)
→ 1%	1.4	47	0.8%[50 µM]
CCCN(C(=O)/C=C/c1ccc(S(=O)(=O)N(CC)CC)cc1)C1CCS(=O)(=O)C1 (stereo not given)
→ 5%	-0.2	58	1.2%[50 µM]
O=C(CSc1nnnn1C1CC1)Nc1cccc(S(=O)(=O)N2CCCC2)c1
→ 5%	1.6	59	0.3%[50 µM]
COc1ccc(C(=O)OC(C)C(=O)NC2CCCCC2C)cc1S(=O)(=O)N1CCOCC1 (stereo not given)
→ 7%	-0.5	56	0.2%[50 µM]
Cc1ccc(S(=O)(=O)N(C)C)cc1NC(=O)C1CCCN(C(=O)c2ccc(Cl)cc2)C1 (stereo not given)
→ 0%	0.9	72	0.7%[50 µM]
COc1ccc(CN(C)C(=O)c2ccc(OCC(=O)N3CCOCC3)c(OC)c2)cc1
→ 7%	0.2	60	0.2%[50 µM]
Cc1nc(C)c(C(=O)OC(C)C(=O)Nc2ccc(F)cc2)s1 (stereo not given)
→ 0%	-0.8	65	0.3%[50 µM]
CCN(C(=O)CSc1ccccn1)C1CCCCC1
→ 6%	2.0	56	1.1%[50 µM]
Cc1ccc(OCCC(=O)OCC(=O)Nc2c(C)nn(-c3ccccc3)c2C)cc1
→ 0%	-1.8	54	1.2%[50 µM]
CCCCn1c(N)c(N(CCOC)C(=O)c2ccc(C)o2)c(=O)[nH]c1=O
→ 5%	2.3	52	0.5%[50 µM]

Continuation.
Values run as follows: Rac1 GTP hydrolysis	NTR1 ag	NTR1 ag cell count 20 µM	K1F lysis inhibition
CCC(C)Sc1cccc(-c2nc3ccccn3c2NCc2ccccc2)c1 (stereo not given)
→ 0%	40*	68*	0.4%
COc1ccccc1NC(=O)C(C)OC(=O)c1ccc(-n2cnnn2)cc1 (stereo not given)
→ -5%	-0.4	61	0.2%[50 µM]
CC(C)(C)OC(=O)C[C@H]1C/C=C\C[C@@H](CC(=O)N[C@H](CO)Cc2ccccc2)C(=O)NCCOC1=O
→ 2%	-0.7	50	2.8%
C=CCC[C@@H](Cc1ccc(F)cc1)C(=O)OCCNC(=O)[C@@H](CC=C)CC(=O)N(CCO)Cc1ccccc1
→ 0%	1.0	63	-1.4%
Cc1c(C(=O)OCC(=O)N2CCN(c3ccccc3)CC2)oc2ccccc12
→ 3%	4.1	68	0.8%
O=C(O)C(Cc1ccccc1)N=C(NS(=O)(=O)c1ccccc1)c1ccccc1 (stereo not given)
→ 4%	-0.6	54	-3.9%
CC(C)CN(C(=O)CSc1ncnc2sccc12)C1CCS(=O)(=O)C1 (stereo not given)
→ 3%	-2.1	86	-0.1%[50 µM]
CN(C)c1ccc(S(=O)(=O)NCC(=O)OCC(=O)NC(=O)C2CCCCC2)cc1[N+](=O)[O-]
→ -2%	1.6	67	0.5%[50 µM]
COc1ccc(S(=O)(=O)N(C)C[C@H]2Oc3ccc(NC(=O)Nc4c(C)noc4C)cc3C(=O)N([C@H](C)CO)C[C@@H]2C)cc1
→ 9%	0.5	61	2.2%
CCOc1ccc(OCC(=O)N(CCC2=CCCCC2)c2c(N)n(Cc3ccccc3)c(=O)[nH]c2=O)cc1
→ 8%	7.7	54	0.2%
O=C(Cc1ccc([N+](=O)[O-])cc1)Nc1cccc(C(=O)N2CCCCC2)c1
→ 7%	-2.3	62	0.7%
COc1ccc(S(=O)(=O)N2CCN(Cc3cccc([N+](=O)[O-])c3)CC2)cc1
→ 16%	0.6	49	2.1%
COc1ccc(NC(=O)C(=O)NCC2CCCN2S(=O)(=O)c2cccs2)cc1 (stereo not given)
→ 6%	1.1	53	-0.3%[50 µM]
O=c1c(O)c(-c2ccccc2)oc2cc(O)cc(O)c12
→ 10%	1.6	55	-6.3%
COc1ccc(Cl)cc1S(=O)(=O)N1CCC(C(=O)NCc2ccccn2)CC1
→ 5%	-0.2	57	0.4%[50 µM]

Results in NTR1 ag and Rac1 GTP hydrolysis, for seven of the compounds above:
Molecule | NTR1 ag | Rac1 GTP hydrolysis
O=C(O)C(Cc1ccccc1)N=C(NS(=O)(=O)c1ccccc1)c1ccccc1 (stereo not given) | -0.6 | 4%
O=C(Cc1ccc([N+](=O)[O-])cc1)Nc1cccc(C(=O)N2CCCCC2)c1 | -2.3 | 7%
COc1ccc(Cl)cc1S(=O)(=O)N1CCC(C(=O)NCc2ccccn2)CC1 | -0.2 | 5%
COc1ccc(S(=O)(=O)N2CCN(Cc3cccc([N+](=O)[O-])c3)CC2)cc1 | 0.6 | 16%
Cc1c(C(=O)OCC(=O)N2CCN(c3ccccc3)CC2)oc2ccccc12 | 4.1 | 3%
O=c1c(O)c(-c2ccccc2)oc2cc(O)cc(O)c12 | 1.6 | 10%
C=CCC[C@@H](Cc1ccc(F)cc1)C(=O)OCCNC(=O)[C@@H](CC=C)CC(=O)N(CCO)Cc1ccccc1 | 1.0 | 0%

Other entries follow:
Values run as follows: Rac1 GTP hydrolysis	NTR1 ag	NTR1 ag cell count 20 µM	K1F lysis inhibition
Cc1cccc(NC(=O)CNC(=O)CN2C(=O)NC3(CCCc4ccccc43)C2=O)c1C (stereo not given)
→ 8%	1.3	65	0.5%[50 µM]
COc1cccc(NC(=O)C(=O)NCCC2CCCCN2S(=O)(=O)c2ccccc2)c1 (stereo not given)
→ 5%	0.7	54	0.6%[50 µM]
C[C@@H]1O[C@@H](O[C@@H]2[C@@H](O)[C@H](OCCc3ccc(O)c(O)c3)O[C@H](CO)[C@H]2OC(=O)/C=C/c2ccc(O)c(O)c2)[C@H](O)[C@H](O)[C@H]1O
→ 30%	-1.5	59	4.7%
CCOc1ccc(NC(=O)c2ccccc2NC(=O)CNC2CCCC(C)C2C)cc1 (stereo not given)
→ 2%	-1.0	54	0.4%[50 µM]
Cn1c(N)c(C(=O)CSc2nn(-c3ccc(F)cc3)c(=S)s2)c(=O)n(C)c1=O
→ 9%	3.0	49	0.5%[50 µM]
Cc1c(C(=O)N2CCCCC2)sc(NC(=O)C23CC4CC(CC(C4)C2)C3)c1C#N
→ 13%	4.2	38	0.0%
COc1ccccc1C(=O)COC(=O)CSC(C)C(=O)Nc1cc(C)on1 (stereo not given)
→ 3%	2.1	63	0.6%[50 µM]
CS(=O)(=O)c1ccc(Cl)c(NC(=O)CSc2n[nH]c(-c3cccs3)n2)c1
→ 6%	-2.5	49	0.3%[50 µM]
COc1ccc(C(=O)Nc2nc(CC(=O)NCCc3ccccc3)cs2)cc1
→ 8%	1.4	79	0.4%[50 µM]
CCOC(=O)C1=C(c2ccccc2)c2ccc(OC)cc2N(S(=O)(=O)C(F)(F)F)C1C(=O)OCC (stereo not given)
→ 8%	7.2	49	0.8%
CC(=O)c1ccc(OC(C)C(=O)OCC(=O)NCCc2ccccc2)cc1 (stereo not given)
→ 0%	-2.4	51	0.7%[50 µM]
Cc1ccc(S(=O)(=O)NC(C)C(=O)OCC(=O)N(C)c2ccccc2)cc1 (stereo not given)
→ 7%	0.9	50	0.3%[50 µM]
CCOC(=O)C1CCN(C(=O)c2ccc3c(=O)n4c(nc3c2)CCCCC4)CC1
→ -3%	1.6	59	0.7%[50 µM]
Cn1nc(C(=O)NNC(=O)C2CSC3(C)CCC(=O)N23)c2ccccc2c1=O (stereo not given)
→ 5%	0.9	54	0.9%[50 µM]
CCN(C(=O)CSc1ncccn1)c1cccc2ccccc12
→ 1%	2.4	57	0.2%[50 µM]
Cc1cccn2c(=O)nc(SCC(=O)NCc3ccco3)nc12
→ 12%	-1.5	43	0.5%[50 µM]
Cc1ccsc1C(=O)N1CCN(c2ncccn2)CC1
→ 3%	1.8	55	0.1%[50 µM]

This is a subset (hit frequency here may not be typical).
